# Compound activity from PubChem.
# NCI-60 one-dose screen, 48 h, at 10 µM unless noted. Numbers give growth in % (100 = growth as untreated, 0 = no growth, -100 = all killed).
# NCI-H322M: NCI-H322M lung cancer | 80,000 compounds, 2.7% hits | AID 1794733
# OVCAR-8: OVCAR-8 ovarian cancer. 81,000 compounds, 4.4% hits. AID 1794782
# NCI/ADR-RES: NCI/ADR-RES ovarian cells. 81,000 compounds, 4.4% hits
# NCI-H226: NCI-H226 lung cancer; 79,000 compounds, 3.5% hits; AID 1794732
# OVCAR-5: OVCAR-5 ovarian cancer; 82,000 compounds, 2.9% hits
# NCI-H522: NCI-H522 lung cancer. 78,000 compounds, 8% hits. AID 1794739
# NCI-H460: NCI-H460 lung cancer | 82,000 compounds, 6.8% hits | AID 1794736
# NCI-H23: NCI-H23 lung cancer; AID 1794731; 80,000 compounds, 4% hits
# OVCAR-3: OVCAR-3 ovarian cancer | 79,000 compounds, 7% hits | AID 1794787
# The depositor's hits bear a star; x = not tested or not shown; & = joins results of further samples. How the source made its calls: active means growth percent below 10; inactive means the rest.
SMILES,NCI-H322M,OVCAR-8,NCI/ADR-RES,NCI-H226,OVCAR-5,NCI-H522,NCI-H460,NCI-H23,OVCAR-3
C=C1CC[C@@H]2[C@]3(C)COC(c4cn[nH]c4-c4ccccc4)O[C@@H]3CC[C@@]2(C)[C@@H]1C/C=C1/C(=O)OCC1O (some centres undefined),84,33,38,-31*,23,1.2*,18,-27*,35
C=CC(=O)Nc1cccc(Oc2nc(Nc3ccc(N4CCN(C)CC4)cc3)nc3ccsc23)c1,4.7*,-39*,-3.0*,-2.5*,8.4*,-77*,-60*,32,-81*
CSc1nc2ccccc2cc1/C=C1/C=C(c2ccccc2)NC1=O,93,82,76,93,100,75,85,87,72
CCc1ccccc1O,93,106,107,113,104,106,105,99,105
CCOC(=O)c1c(C)nc2ccccc2c1/C=C/c1ccc(Br)cc1,103,71,50,73,91,57,79,53,80
CCOC(=O)Nc1ccc2nc(Sc3ccc(Cl)cc3)sc2c1,45,45,14,59,86,28,25,54,0.7*
O=C(Nc1ccccc1Cl)n1ccnc1,117,99,103,85,106,87,94,88,113
CCCCCCCCC(=O)N1CCCCC1,114,107,104,103,107,82,107,103,103
Nc1cc2c3cncnc3cc(-c3cccc(Cl)c3)c2c2ncncc12,104,84,83,77,99,63,90,91,92
COc1ccc2c(c1)CC[C@@H]1[C@@H]2CC[C@]2(C)C3C(=CC(COC(C)=O)C4C(=O)c5c(OC)cccc5C(=O)C43)C[C@@H]12 (some centres undefined),63,86,82,97,102,60,95,94,x
CC1(C)CC[C@]2(C(=O)O)CC[C@]3(C)C(=CCC4[C@@]5(C)C[C@@H](O)[C@@H]6OC(c7cccc(F)c7)OC[C@@]6(C)C5CC[C@]43C)C2C1 (some centres undefined),34,32,44,40,73,8.8*,28,x,38
c1ccc(C(CC2CCCCC2)c2cc3ccccc3s2)cc1 (centres undefined),x,107,109,99,115,78,100,96,109
O=C(NNc1nc2cc(F)c(F)cc2n2cccc12)c1ccncn1,29,18,6.0*,16,39,2.0*,9.5*,18,13
CC(=O)c1cc(O)ccc1O,97,96,93,98,100,100,108,93,119
CC1Cc2c(ncn3cnnc23)N(C)c2ccccc21 (centres undefined),101,109,111,100,98,111,105,97,110
Cc1c(Cc2c(C)n(C)n(-c3ccccc3)c2=O)c(=O)n(-c2ccccc2)n1C,107,105,x,105,105,100,111,103,118
CCOC(=O)c1cc2c(n1C)-c1nc(NC(C)=O)sc1CCC2,76,71,85,69,117,61,95,76,86
CN(C1c2ccccc2Oc2ccccc21)S(=O)(=O)c1ccc(Cl)cc1,x,95,97,91,85,55,108,93,111
CN1C(=O)N(C)C2(c3ccccc3)n3c(s/c(=C\c4ccccc4)c3=O)=NNC12c1ccccc1 (centres undefined),95,97,88,x,100,84,92,97,103
O=C1c2ccccc2C(=O)N1c1cccc2ccccc12,98,97,97,90,105,91,95,95,98
CNC(=O)OCc1ncn(-c2ccccc2)c1COC(=O)NC,105,102,106,106,105,x,109,108,117
C=COC(=O)CCOCC(CC)CCCC (centres undefined),99,114,105,99,103,109,106,105,98
COC(=O)c1ccc2cc(OC)cc([N+](=O)[O-])c2n1,90,104,108,109,123,106,107,108,122
COc1ccc2nc(-c3ccc(-c4noc(-c5ccc(C)cc5)n4)cc3)[nH]c2c1,109,107,92,92,105,101,103,91,104
COc1cc(Cl)cc(-c2nn(C(=O)NS(=O)(=O)c3ccc(C)cc3)cc2-c2ccncc2)c1,99,53,97,85,110,94,103,92,114
Cc1nc(-c2cc3ccccc3oc2=O)ccc1C(=O)/C=C/c1ccc2c(c1)OCO2,97,104,118,100,101,99,103,x,121
CCCCSc1ncc(C)c(NC)n1,121,113,107,105,106,112,113,98,117
COc1cc(/C=C2/Nc3ccc(Cl)cc3NC2=O)ccc1O,107,106,110,111,113,101,121,103,103
CN1CCc2c(sc3ncnc(N/N=C/c4ccc(N5CCOCC5)cc4)c23)C1,99,101,97,81,96,96,102,95,x
CC(=O)Nc1ccc2oc(=O)ccc2c1,101,106,116,97,102,93,109,101,110
Nc1ccccc1C1CCC(C(=O)O)C(N=Nc2ccccc2)C1 (centres undefined),84,91,89,76,96,91,97,87,98
Nc1o[nH]c(=O)c1C1CCCCC1,120,120,101,96,101,117,108,118,102
COc1ccc(/C=C2/C(=O)Nc3cc(Cl)c(CCCl)cc32)cc1,76,85,92,81,99,86,83,87,79
COc1ccc2c(c1)/C(=C/c1c(-c3cc(OC)c(OC)c(OC)c3Br)nc3sccn13)C(=O)N2,89,100,92,86,105,68,111,101,x
CCN1C(=O)N(CC)C2C1NN=c1s/c(=C3\C(=O)Nc4ccccc43)c(=O)n12 (centres undefined),44,32,42,93,51,2.2*,9.1*,37,-13*
O=CNC1CCCCC1,106,103,106,98,104,107,104,104,121
COc1cccc(/C=C2\Oc3cc(OCCN4CCCC4)ccc3C2=O)c1OC,90,103,98,103,99,101,102,101,105
C[C@]12C[C@H](c3ccc(OS(N)(=O)=O)cc3)C3=C4CCC(=O)C=C4CC[C@H]3[C@@H]1CC[C@@]2(O)C(F)(F)C(F)(F)F,106,97,97,102,108,77,94,100,95
N#CC1(c2ccccc2)OC(C(=O)c2ccccc2)CC1Br (centres undefined),107,97,89,95,116,85,114,97,103
CC(=O)NCCCN1c2ccncc2Sc2ccncc21,108,101,105,95,95,78,119,101,107
CN(C)CCNc1cc2sc(NC(=O)c3ccccc3)nc2cn1,88,95,102,98,95,81,86,90,91
CNc1ccccc1O,97,102,102,102,99,x,104,98,98
COc1ccc(NC(=O)CSc2nc3ccccc3c(=O)n2Cc2cc(OC)c(OC)c(OC)c2)cc1,95,92,84,88,102,67,101,93,x
COc1ccc(S(=O)(=O)NCCCNc2nccc(-c3cn(-c4ccccc4)nc3-c3ccc(Cl)c(OC)c3)n2)cc1,x,64,55,79,94,53,60,84,67
Nc1cccc(OCCCCCOc2cccc(N)c2)c1,87,86,76,x,67,63,81,99,90
CC(=O)N1N=C(c2ccccc2)CC1c1sc(N(C)Cc2ccccc2)nc1Cl (centres undefined),102,107,96,101,109,85,104,87,105
C=CCn1cc(-c2nc3ccc(C(=C(C#N)C#N)c4ccccc4)cc3[nH]2)c2cc(-c3ccc4ccccc4c3)ccc21,97,106,108,97,116,96,103,104,x
NCCSSC/C=C\CSSCCN,x,97,107,x,x,88,97,102,109
COc1ccc(C(=O)c2c(-c3[nH]c4ccccc4c3C(=O)c3ccc(OC)cc3)[nH]c3ccccc23)cc1,97,91,97,80,103,73,90,95,x
CCOC(=O)N1CCc2nc(NC(=O)Cc3ccccc3)sc2C1,98,91,93,85,110,56,101,99,96
CS(=O)(=O)c1nccc(-c2c(-c3cccc(OCc4ccccc4)c3)nc3sccn23)n1,x,93,91,51,89,5.9*,103,54,89
Cc1ccc(C)c(C(=O)C(C)C)c1,117,101,118,105,87,119,119,106,109
CC(=O)NS(=O)(=O)c1ccc(NC(=O)CCC(=O)O)cc1,125,99,106,89,89,98,105,103,117
C#CCOc1ccc(/C=N/Nc2nc(-c3ccc(F)cc3)cs2)cc1OC,83,64,32,54,85,47,77,x,71
CC1(C)CC2C3=CCC4[C@@]5(C)CC[C@H](O)C(C)(C)C5CC[C@@]4(C)[C@]3(C)CC[C@@]2(C(=O)O)[C@H](O)C1 (some centres undefined),101,91,98,103,106,91,101,104,101
CC(C)CCC1=C(O)c2ccccc2C(=O)C1=O,106,97,101,98,99,89,105,96,118
CN(C)Cc1cc(O)c(CN(C)C)cc1O,102&98,107&98&98,99&104&100,97&107&85,91&102&102,76&89&97,112&119&102,101&94&102,107&106&118
CCN(CC)S(=O)(=O)c1ccc(-c2csc(Nc3ccc(C)c(C)c3)n2)cc1,93,97,100,86,110,112,101,97,92
NS(=O)(=O)c1ccc(C(=O)NN2C(=O)c3nccnc3C2=O)cc1,110,103,103,97,106,101,107,105,110
O=C(Nc1ccc(Cl)c(Cl)c1)Nc1c(Oc2ccc(Cl)c(Cl)c2)ccc(Cl)c1S(=O)(=O)O,51,28,2.1*,66,54,-1.7*,9.0*,40,-9.8*

# Structures listed so far that contain an NH in an aromatic ring, in the order listed:
SMILES,NCI-H322M,OVCAR-8,NCI/ADR-RES,NCI-H226,OVCAR-5,NCI-H522,NCI-H460,NCI-H23,OVCAR-3
C=C1CC[C@@H]2[C@]3(C)COC(c4cn[nH]c4-c4ccccc4)O[C@@H]3CC[C@@]2(C)[C@@H]1C/C=C1/C(=O)OCC1O (some centres undefined),84,33,38,-31*,23,1.2*,18,-27*,35
COc1ccc2nc(-c3ccc(-c4noc(-c5ccc(C)cc5)n4)cc3)[nH]c2c1,109,107,92,92,105,101,103,91,104
Nc1o[nH]c(=O)c1C1CCCCC1,120,120,101,96,101,117,108,118,102
C=CCn1cc(-c2nc3ccc(C(=C(C#N)C#N)c4ccccc4)cc3[nH]2)c2cc(-c3ccc4ccccc4c3)ccc21,97,106,108,97,116,96,103,104,x
COc1ccc(C(=O)c2c(-c3[nH]c4ccccc4c3C(=O)c3ccc(OC)cc3)[nH]c3ccccc23)cc1,97,91,97,80,103,73,90,95,x

# Next part.
SMILES,NCI-H322M,OVCAR-8,NCI/ADR-RES,NCI-H226,OVCAR-5,NCI-H522,NCI-H460,NCI-H23,OVCAR-3
COc1ccccc1OCC1CO1 (centres undefined),119,95,x,101,109,101,103,111,111
COC(=O)C1=COC(OC2OC(CO)C(O)C(O)C2O)C2C(C)CC(=O)C12 (centres undefined),109,x,104,93,101,93,111,98,123
O=c1cc(N2CCNCC2)oc2c(-c3ccc4c(c3)OCCO4)csc12,98,105,105,86,91,96,108,101,96
CC1(C)CCC2=C1CC(O)C1(F)C2CCC2=CC(=O)CCC21C (centres undefined),93,93,97,98,93,90,79,79,108
CC(=O)C1CCC2C3CC4OCC5(CCC(O)CC45Br)C3CCC12C (centres undefined),90,100,103,110,117,93,104,102,107

# Among those listed so far, 2 contain a cyano group.
SMILES,NCI-H322M,OVCAR-8,NCI/ADR-RES,NCI-H226,OVCAR-5,NCI-H522,NCI-H460,NCI-H23,OVCAR-3
N#CC1(c2ccccc2)OC(C(=O)c2ccccc2)CC1Br (centres undefined),107,97,89,95,116,85,114,97,103
C=CCn1cc(-c2nc3ccc(C(=C(C#N)C#N)c4ccccc4)cc3[nH]2)c2cc(-c3ccc4ccccc4c3)ccc21,97,106,108,97,116,96,103,104,x

# Profiles as entered above.
# O=c1cc(N2CCNCC2)oc2c(-c3ccc4c(c3)OCCO4)csc12 in the list: NCI-H322M = 98; OVCAR-8 = 105; NCI/ADR-RES = 105; NCI-H226 = 86; OVCAR-5 = 91; NCI-H522 = 96; NCI-H460 = 108; NCI-H23 = 101; OVCAR-3 = 96
# COc1ccccc1OCC1CO1 (centres undefined) in the list: NCI-H322M = 119; OVCAR-8 = 95; NCI/ADR-RES = x; NCI-H226 = 101; OVCAR-5 = 109; NCI-H522 = 101; NCI-H460 = 103; NCI-H23 = 111; OVCAR-3 = 111

# Compounds were not picked by outcome. About 11% of those tested had a hit in this group.
